# Screening data (PubChem)
# Pin1 inhibitor: qHTS Assay to Find Inhibitors of Pin1 | Pin1 FP peptide displacement, HiFluor488, 10 min | Potency, µM (doses to about 115 µM), for inactives: top-dose activity, negative = inhibition, actives largely listed as inhibitors | AID 504891, 2011 | Peptidyl-prolyl cis-trans isomerase NIMA-interacting 1 (Homo sapiens), Q13526 | hit rate 0.009% among 390,000; active means well fitted inhibition curve with a large enough effect in the polarisation, with a control signal flat, not every such curve was filed as active; inconclusive means small, poorly fitted or top-dose-only effect, or effect the other way, or a change in a side signal; inactive means no such curve, though single readings can be large or run the other way; the % refers to the polarisation; further: potency means the concentration at half of the fitted maximal effect; on the % scale 0 is the no-effect control and ±100 the full control effect
# Target sequence (Q13526 whole entry, looked up): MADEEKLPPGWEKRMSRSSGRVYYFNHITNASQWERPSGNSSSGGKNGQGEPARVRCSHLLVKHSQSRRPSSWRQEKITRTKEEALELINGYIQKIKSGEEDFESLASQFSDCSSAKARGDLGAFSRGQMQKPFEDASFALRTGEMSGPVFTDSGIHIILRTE
# IDH1 R132H inh: qHTS for Inhibitors of mutant isocitrate dehydrogenase 1 (IDH1): qHTS. hit rate 0.093% among 390,000. IDH1-R132H enzyme, NADPH consumption, diaphorase/resazurin fluorescence. Isocitrate dehydrogenase [NADP] cytoplasmic (Homo sapiens), O75874. AID 602179, 2012. Potency, µM (series often up to 76.6 µM), without a hit: top-dose activity change, negative = inhibition, usual class: inhibitors; further: potency means the concentration at half of the fitted maximal effect; on the % scale 0 is the no-effect control and ±100 the full control effect; nearly all actives have a fitted effect of over 65% in size
# Target sequence (O75874 whole entry R132H, stated change not applied): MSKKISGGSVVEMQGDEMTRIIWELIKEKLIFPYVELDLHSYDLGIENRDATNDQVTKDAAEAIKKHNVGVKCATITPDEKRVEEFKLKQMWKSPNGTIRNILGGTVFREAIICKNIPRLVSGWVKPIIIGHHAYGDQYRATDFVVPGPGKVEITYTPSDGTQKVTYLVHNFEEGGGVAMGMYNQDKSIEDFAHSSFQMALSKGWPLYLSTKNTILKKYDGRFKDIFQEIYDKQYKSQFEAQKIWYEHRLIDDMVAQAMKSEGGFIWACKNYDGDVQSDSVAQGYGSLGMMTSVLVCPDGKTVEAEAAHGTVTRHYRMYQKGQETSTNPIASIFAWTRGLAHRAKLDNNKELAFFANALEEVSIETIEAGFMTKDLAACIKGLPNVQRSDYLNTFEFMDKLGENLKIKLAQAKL
#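 IDH1-R132H (0.5 ug/mL) preincubated 30 min with compound, then NADPH (0.016 mM) and alpha-KG (2 mM) added; 80 min at RT, pH 7.5. Remaining NADPH coupled via diaphorase/resazurin to fluorescence (540/590 nm); concentration-response curves normalized to no-enzyme control.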
# TrxR1 substrate: qHTS Assay for Substrates of Mammalian Selenoprotein Thioredoxin Reductase 1 (TrxR1): qHTS; hit rate 0.01% among 390,000; AID 588456, 2011; Thioredoxin reductase 1, cytoplasmic (Rattus norvegicus), O89049; Potency, µM (highest dose often 114 µM), for inactives: at the highest dose activity change, negative = substrate turnover; purified TrxR1 substrate turnover, NADPH consumption readout; further: potency means the concentration at half of the fitted maximal effect; on the % scale 0 is the no-effect control and ±100 the full control effect; nearly all actives have a fitted effect of over 50% in size
#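 Rat TrxR1, dispensed at 90 nM, was prereduced with 400 uM NADPH (final) for 5 min at ~22 deg C, then incubated with compound 15 min before 400 uM selenite. A first-read NADPH fluorescence drop versus no-compound background flagged substrates.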
# Tb PGK inh: qHTS Assay to Find Inhibitors of Phosphoglycerate Kinase; Phosphoglycerate kinase, glycosomal (Trypanosoma brucei brucei), P07378; hit rate 0.043% among 380,000; Potency, µM (highest dose often 57.5 µM), inactives show at the top dose activity change, negative = inhibition, most hits filed as inhibitors; PGK/GAPDH coupled, Kinase-Glo luminescence, 60 min; AID 602233, 2012; further: potency means the concentration at half of the fitted maximal effect; on the % scale 0 is the no-effect control and ±100 the full control effect; nearly all actives have a fitted effect of over 60% in size
#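 Recombinant glycosomal PGK reaction used 1,3-bisphosphoglycerate generated in-well by GAPDH (100nM final) in 100mM TEA pH 7.6, 5mM MgCl2, 0.01% Tween-20. After 60 minutes at room temperature, ATP was read by Kinase-Glo Plus luminescence end-point.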
# PI4K2A inh: qHTS for small molecular inhibitors of PI4K2A | hit rate 0.13% among 420,000 | activity change, negative = inhibition, % at 76.9 µM | purified PI4K2A, ADP-Glo luminescence, 1 h; stronger effect = lower value; in the data active means activity change below about -50%; inconclusive means mostly about -30% to -49%;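 further: -100% = wells without enzyme as full effect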
#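 Compounds are screened against recombinant PI4K2A using PI as substrate and ATP, the latter dispensed at 300 microM. Reactions run one hour at ambient temperature before ADP-Glo detection; full inhibition defined by wells lacking enzyme.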
# HP1b binding inh: HTS for Inhibitors of HP1-beta Chromodomain Interactions with Methylated Histone Tails; AlphaScreen HP1-beta / biotin-H3K9me3 peptide binding; hit rate 0.56% among 390,000; Chromobox protein homolog 1 (Homo sapiens), P83916; Potency, µM (top dose mostly 114 µM), without a hit: top-dose activity change, negative = inhibition, most hits filed as inhibitors; further: potency means the concentration at half of the fitted maximal effect; nearly all actives have a fitted effect of over 70% in size; inactives centre near 23
# Target sequence (P83916 whole entry, looked up): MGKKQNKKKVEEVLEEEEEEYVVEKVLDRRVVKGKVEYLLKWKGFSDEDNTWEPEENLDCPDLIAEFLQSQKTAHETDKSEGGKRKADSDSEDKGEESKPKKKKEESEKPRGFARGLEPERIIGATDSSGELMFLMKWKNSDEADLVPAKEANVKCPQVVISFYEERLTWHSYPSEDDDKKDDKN
#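 AlphaScreen: HP1-beta (50 nM) preformed 30 min with biotin-H3(1-18)K9me3 peptide (50 nM) in PBS pH 7.4, 0.01% Tween-20. Compound added for 30 min at RT, then streptavidin donor/nickel chelate acceptor beads (10 ug/mL) for 30 min.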
# USP1-UAF1 inh: Inhibitors of USP1/UAF1: Primary Screen | Ubiquitin carboxyl-terminal hydrolase 1 (Homo sapiens), O94782 | recombinant USP1/UAF1, Ub-Rhodamine cleavage fluorescence | Potency, µM (top dose mostly 57.1 µM), for the others: at the highest dose activity change, negative = inhibition, hits mostly inhibitors | hit rate 0.23% among 390,000 | AID 743255, 2014; further: potency means the concentration at half of the fitted maximal effect; on the % scale 0 is the no-effect control and ±100 the full control effect; nearly all actives have a fitted effect of over 60% in size; inactives centre near -12
#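 1 nM enzyme complex + cpd, 15 min RT; start with Ub-Rho 150nM final; kinetic fluorescence ex 480/em 540, 6 reads q60 s. Buffer 50mM HEPES pH 7.8, 0.5mM EDTA, 0.1 mg/ml BSA, 1mM TCEP, 0.01% Tween-20.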
# rTrxR1 inhibitor: qHTS Assay for Inhibitors of Mammalian Selenoprotein Thioredoxin Reductase 1 (TrxR1): qHTS; Potency, µM (doses to about 114 µM), for inactives: at the highest dose activity change, negative = inhibition, actives largely listed as inhibitors; hit rate 1% among 390,000; recombinant rTrxR1, NADPH fluorescence consumption, selenite substrate; Thioredoxin reductase 1, cytoplasmic (Rattus norvegicus), O89049; further: potency means the concentration at half of the fitted maximal effect; on the % scale 0 is the no-effect control and ±100 the full control effect; nearly all actives have a fitted effect of over 65% in size
#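 Rat TrxR1 (90 nM in the dispensed reagent) was pre-reduced with 400 uM NADPH for 5 min at room temperature, then incubated with compound for 15 min. After 400 uM selenite was added, NADPH fluorescence (Ex 340/Em 450 nm) was followed for 8 min.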
# GLS inhibitor: qHTS for Inhibitors of Glutaminase (GLS); GLS enzymatic activity, qHTS titration; Potency, µM (titrated, usually from 45.5 µM), for the others: at the top dose activity change, negative = inhibition, most hits filed as inhibitors; hit rate 0.21% among 410,000; AID 624170, 2012; further: potency means the concentration at half of the fitted maximal effect; on the % scale 0 is the no-effect control and ±100 the full control effect
#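 hKGA; 45 mM KH2PO4 pH 8.2 + 0.02% Tween-20; cpd via pin tool; 1 mM Gln soln; GluOx/HRP/Amplex Red; RT 30 min; fluor. t0 & final.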
# * marks the source's active call; other numbers are inactive results; i = inactive; ? = inconclusive; . = not tested or not shown; [ ] = another dose, or the depositor's remark. Unless noted, the call rests on the fitted dose curve; in most records, active means well fitted curve in the direction sought with a large enough effect; inconclusive means small, poorly fitted or top-dose-only effect, or another doubt; inactive means no such curve, though single readings can be large; an effect the other way counts as inactive or inconclusive. The list is partial; rates above refer to the full screens.
# Results follow in this order: Pin1 inhibitor | IDH1 R132H inh | TrxR1 substrate | Tb PGK inh | PI4K2A inh | HP1b binding inh | USP1-UAF1 inh | rTrxR1 inhibitor | GLS inhibitor
> Cc1ccc(C2c3c(oc4ccccc4c3=O)C(=O)N2c2ccc(C)cn2)cc1 (centres undefined)
  5% | 10% | 8% | i | -2 | 15% | -6% | 11% | -4%
> CC1=CC(C)(C)N(C(=O)c2ccc(F)cc2)c2cc3c(cc21)OCO3
  -4% | -6% | -13% | 0% | 0 | ? | -24% | -10% | 1%
> COc1ccc(CN(C(=O)Nc2cccc(Cl)c2)c2ccccn2)cc1OC
  1% | 9% | -6% | 2% | -3 | 33%[activator] | -8% | 22% | -8%
> CC1(C)OC2OC(COC(=O)c3ccccc3)C3OC(C)(C)OC3C2O1 (centres undefined)
  4% | -7% | 3% | -5% | -3 | 29% | -5% | 4% | -3%
> CC(=O)C1=C(O)CCC1=NCCc1ccccc1
  -4% | -7% | 3% | -7% | -1 | 26% | -9% | -1% | 11%
> Cc1ccc(-n2nc(C(=O)NCc3ccc(F)cc3Cl)c3c4ccccc4n(C)c3c2=O)cc1
  1% | 19% | 3% | -4% | -1 | -9% | -25% | 12% | 1%
> NNC(=O)c1cccc(COc2cccc(Br)c2)c1
  3% | 6% | 9% | -3% | 11 | 13% | -11% | 11% | 12%
> Cc1cccc(OCC(=O)Nc2ccccc2-c2ccccc2)c1
  3% | 4% | -15% | -5% | -3 | 141%[activator] | ? | -4% | 0%
> C=CCn1c(SCC(=O)Nc2cc(C)nn2-c2ccccc2)nnc1C1CCCCC1
  3% | 2% | 7%[57.1 µM] | -1% | 0 | 30% | -7% | 13%[57.1 µM] | -3%
> COc1c(Cl)cc(Cl)cc1C(=O)Nc1ccc(NC(=O)c2cccs2)cc1
  4% | -1% | 8% | -5% | 2 | 24% | -23% | 19% | -7%
> COc1ccc(C(CNC(=O)C(=O)NC2CCCC2)N2CCN(C)CC2)cc1 (centres undefined)
  1% | 0% | 7%[57.1 µM] | 3% | 1 | 6% | -11% | 11%[57.1 µM] | -3%
> Nc1nc(Nc2ccccc2F)sc1C(=O)c1ccccc1
  -3% | -11% | 1% | 6% | -1 | -12% | -8% | 14% | 5%
> Cc1ccc(NC(=O)CSc2ccccc2NC(=O)c2cccc(Cl)c2)cc1Cl
  17% | 6% | 9% | -4% | -4 | ? | -12% | 21% | -3%
> CC(C)c1nnc(NC(=O)CC23CC4CC(CC(C4)C2)C3)s1
  5% | -15% | -5%[57.1 µM] | 2% | -2 | 25% | -14% | 18%[57.1 µM] | 5%
> COc1ccc2[nH]c3c(c2c1)CCN1C(=O)C(CC(=O)NCCC2=CCCCC2)C[C@H](C(=O)N2CCCCC2)[C@@]31C (some centres undefined)
  2% | 2% | -4% | 4% | 4 | 0% | -7% | 3% | 14%
> Cc1cc(NC(=O)c2cccc([N+](=O)[O-])c2)no1
  6% | 4% | 6%[57.1 µM] | 5% | 3 | 20% | -17% | 10%[57.1 µM] | 20%
> CCOc1cc(NC(=O)CC(C)C)c(OCC)cc1NC(=O)CCn1nnc2ccccc21
  3% | 2% | 3% | -11% | -1 | 6% | -11% | 19% | -15%
> O=C(CSc1n[nH]c(=O)[nH]c1=O)Nc1c(Cl)cc(Cl)cc1Cl
  -1% | -4% | 2% | -5% | 0 | 27% | -3% | 2% | -9%
> CCOC(=O)C1=C(C)N(C[C@@H]2CC[C@@H](Cc3ccc(-c4ccccc4)cc3)O2)C(=O)NC1c1ccc(Cl)cc1 (some centres undefined)
  11% | 5% | 11% | -2% | 2 | 17% | -33% | 55%[activator] | -4%
> CC(=O)c1ccc(OCC(O)CNCc2ccc3c(c2)OCO3)cc1 (centres undefined)
  -4% | -8% | -4% | -8% | 0 | 22% | -11% | 12% | -9%
> Cc1sc2nc(-c3cccnc3)nc(Cl)c2c1-c1ccccc1
  32%[activator] | -4% | 1% | -6% | 1 | -8% | -14% | 2% | 3%
> CCOc1cc(CNCc2ccccn2)ccc1OCC(=O)NC1CCCCC1
  -4% | 13% | 9%[57.1 µM] | i | -19 | 1% | -1% | 43%[57.1 µM] | 7%
> Cc1ccc(CCNC(=O)CS(=O)Cc2nc(-c3ccccc3C)oc2C)cc1 (centres undefined)
  0% | 0% | -8% | 6% | -3 | 2% | -7% | -4% | -6%
> COc1cc(NS(=O)(=O)c2ccc(OC)c(OC)c2)cc(OC)c1
  4% | 2% | -2%[57.1 µM] | . | 0 | 23% | -1% | -3% | 10%
> COc1ccc(CCNC(=O)CN(C)S(=O)(=O)c2ccc3c(c2)CCC(=O)N3)cc1OC
  -1% | 11% | 7% | -6% | 4 | 61%[activator] | ? | 12% | -4%
> CC(C)n1c(C(=O)OCC(=O)NCc2ccc3c(c2)OCO3)cc2occc21
  31%[activator] | 5% | 5% | -5%[11.5 µM] | 1 | -19% | -22% | -1% | 8%
> COc1ccc(Cl)cc1NC(=O)c1ccc2c(SCC(=O)O)c3c(nc2c1)CCCC3
  -9% | 0% | 4% | -7% | 2 | ? | -16% | -4% | -1%
> Cc1cc(C(=O)CSc2nnc3ccccn23)c(C)n1-c1ccccc1
  2% | 12% | -5% | -2% | -1 | 1% | -13% | -7% | -1%
> COc1ccc(OC)c(NC(=O)CSC2=Nc3ccccc3C3=NC(CC(=O)NCCc4ccccc4)C(=O)N23)c1 (centres undefined)
  5% | -6% | 2%[57.1 µM] | -3% | 0 | -11% | -22% | 15%[57.1 µM] | 6%
> CC(C)CCN1C(=O)c2cccc3c(N)ccc(c23)C1=O
  ? | 3% | -8% | -2% | -3 | 188%[activator] | ? | 30%[57.1 µM] | 9%
> Cc1cc(C(F)(F)F)cc(NNC(=O)NC(=O)c2c(F)cccc2Cl)n1
  4% | 0% | 3% | -6% | -1 | 45%[activator] | -10% | 1% | 10%
> CN(C)c1ccc(CNC(=O)CN2C(=O)CSc3ccc(S(=O)(=O)N4CCCC4)cc32)cc1
  -4% | -1% | 6% | -1% | -3 | -23% | -13% | 25% | 8%
> COc1ccc(-c2cc(=O)oc3cc(OC(C)C(=O)NCc4ccccn4)ccc23)cc1 (centres undefined)
  -3% | -7% | -5% | i | 2 | 45%[activator] | -12% | -16% | 4%
> NC(=O)CS(=O)(=O)c1nc2ccccc2n1Cc1ccccc1F
  -9% | 2% | -3% | -2% | 4 | 8% | -1% | -10% | 15%
> Cc1nc(-c2ccccn2)nc(SCC(=O)c2ccccc2)c1Cl
  9% | 0% | 1%[57.1 µM] | 10% | 0 | 2% | -4% | 12% | 0%
> O=C(NCc1cccnc1)c1ccc2c(c1)OCO2
  -2% | 6% | -3% | -6% | 3 | 40%[activator] | -14% | 1% | 1%
> O=C(O)/C=C/c1ccc(S(=O)(=O)N2CCCCCC2)cc1
  -8% | 0% | 11% | -9% | 0 | 19% | -17% | 7% | -5%
> CSc1nsc(SCc2ccc(Cl)cc2)n1
  8% | 13% | 6% | -7% | 1 | 143%[activator] | -22% | 18% | ?
> COc1cc(/C(C)=N/NC(=O)Cc2c(C)[nH][nH]c2=O)ccc1O
  5% | -1% | 1% | 1% | 0 | 39%[activator] | -1% | 1% | 21%

# In the list so far, 2 have a thiophene ring, fused or not.
# Results follow in this order: Pin1 inhibitor | IDH1 R132H inh | TrxR1 substrate | Tb PGK inh | PI4K2A inh | HP1b binding inh | USP1-UAF1 inh | rTrxR1 inhibitor | GLS inhibitor
> COc1c(Cl)cc(Cl)cc1C(=O)Nc1ccc(NC(=O)c2cccs2)cc1
  4% | -1% | 8% | -5% | 2 | 24% | -23% | 19% | -7%
> Cc1sc2nc(-c3cccnc3)nc(Cl)c2c1-c1ccccc1
  32%[activator] | -4% | 1% | -6% | 1 | -8% | -14% | 2% | 3%

# One compound at a time (already shown).
# Entry for CC(=O)C1=C(O)CCC1=NCCc1ccccc1 : Pin1 inhibitor: -4%; IDH1 R132H inh: -7%; TrxR1 substrate: 3%; Tb PGK inh: -7%; PI4K2A inh: -1; HP1b binding inh: 26%; USP1-UAF1 inh: -9%; rTrxR1 inhibitor: -1%; GLS inhibitor: 11%
# Entry for Nc1nc(Nc2ccccc2F)sc1C(=O)c1ccccc1 : Pin1 inhibitor: -3%; IDH1 R132H inh: -11%; TrxR1 substrate: 1%; Tb PGK inh: 6%; PI4K2A inh: -1; HP1b binding inh: -12%; USP1-UAF1 inh: -8%; rTrxR1 inhibitor: 14%; GLS inhibitor: 5%
